Source: PubChem (Sanford-Burnham Center for Chemical Genomics)
TAG inh: reduces triacylglycerol accumulation in H9c2 cells; Nile Red lipid (TAG) fluorescence; cells loaded with 200 µM oleic acid; AID 651582; inhibition, % at 12.5 µM; 230,000 compounds, 0.66% hits;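 active means pattern-corrected inhibition of lipid staining of at least 50% with the nuclear-stain viability signal not falling by more than 50%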;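 further: 0% = DMSO wells and 100% = triacsin C control wells; some results filed as inactive read as strong as hits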
TAG inh DAPI viability: also measured in TAG inh; calls as there; DAPI nuclei signal change (viability), lower = more cytotoxic, %;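 whole-well DAPI fluorescence read on a plate reader as a viability signal; minus 50 percent equals half of cells still viable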
* marks the source's active call; other numbers are inactive results. Some of the compounds tested. The share of hits here may be higher or lower than overall.

1: Cc1cc(NC(=O)C(C)SCC(=O)Nc2ccccc2OC(F)F)no1 (stereo not given)
2: O=C(OCc1ccccc1)c1cccnc1Cl
3: OC(CN1CCN(Cc2ccccc2)CC1)c1ccccc1 (stereo not given)
4: COc1cc2oc(=O)cc(-c3ccc(-c4ccc(CO)cc4)cc3)c2c(OC)c1OC
5: COc1cccc(C2C(C(=O)c3cccs3)=C(O)C(=O)N2CCN(C)C)c1OC (stereo not given)
6: Cc1ccc(C(=O)N2CCN(Cc3ccccc3)CC2)cc1S(=O)(=O)N1CCOCC1
7: COc1ccc(Nc2nc(N3CCN(S(=O)(=O)N(C)C)CC3)nc3ccccc23)cc1
8: Cc1nn(C)cc1-c1cc(C(=O)O)c2ccccc2n1
9: O=c1cc(CN2CCN(S(=O)(=O)/C=C/c3ccccc3)CC2)c2ccc(O)cc2o1
10: COc1cccc(CNn2cnnc2)c1O

Compound | 1 | 2 | 3 | 4 | 5 | 6 | 7 | 8 | 9 | 10
TAG inh | 13.4 | -5.1 | -7.3 | 0.0 | 14.5 | -8.7 | -0.4 | -13.3 | -9.7 | 3.6
TAG inh DAPI viability | -12.5 | 4.2 | -4.7 | 0.2 | -11.5 | 10.0 | 25.6 | 15.7 | 52.7 | -7.7

Looked up by structure from the entries so far, 7 records:
5: COc1cccc(C2C(C(=O)c3cccs3)=C(O)C(=O)N2CCN(C)C)c1OC (stereo not given)
2: O=C(OCc1ccccc1)c1cccnc1Cl
10: COc1cccc(CNn2cnnc2)c1O
9: O=c1cc(CN2CCN(S(=O)(=O)/C=C/c3ccccc3)CC2)c2ccc(O)cc2o1
7: COc1ccc(Nc2nc(N3CCN(S(=O)(=O)N(C)C)CC3)nc3ccccc23)cc1
1: Cc1cc(NC(=O)C(C)SCC(=O)Nc2ccccc2OC(F)F)no1 (stereo not given)
3: OC(CN1CCN(Cc2ccccc2)CC1)c1ccccc1 (stereo not given)

Compound | 5 | 2 | 10 | 9 | 7 | 1 | 3
TAG inh | 14.5 | -5.1 | 3.6 | -9.7 | -0.4 | 13.4 | -7.3
TAG inh DAPI viability | -11.5 | 4.2 | -7.7 | 52.7 | 25.6 | -12.5 | -4.7

Next section
11: c1ccc(-c2noc(-c3cccnc3)n2)nc1
12: CCOC(=O)c1sc(NC(=O)CSc2nc3c(c(=O)n2-c2ccc(C)cc2)SCC3)c(C(=O)OCC)c1C
13: Cc1ccc([C@H]2C[C@H](O)[C@@H](n3cc(COC(=O)c4ccccc4)nn3)CN2C(=O)C2CCCCC2)cc1
14: CC(C)(C)OC(=O)N1CCC[C@H]1C(=O)NCC1CCC(C(=O)O)CC1 (stereo not given in full)
15: COCCN(C(=O)C(C)C)c1nnc(-c2ccc(C)cc2)s1
16: CN(C)c1ccc(/C=C/C(=O)c2ccc3c(c2)OCCO3)cc1[N+](=O)[O-]
17: CCO[C@@H]1OC(C(=O)N2CCOCC2)=C[C@H](c2ccc(Br)cc2)[C@H]1CCCO
18: Cc1ccc(-c2csc(C(C#N)=C3CCCC3)n2)cc1
19: CN(Cc1ccc(F)cc1)C(=O)c1ccc(NC(=O)CC2SC(N3CCCC3)=NC2=O)cc1 (stereo not given)
20: Cc1ccc(OCC(=O)NC(=S)Nc2ccccn2)c(Br)c1

Compound | 11 | 12 | 13 | 14 | 15 | 16 | 17 | 18 | 19 | 20
TAG inh | 5.6 | 31.8 | 0.5 | -11.4 | 23.0 | 0.3 | 4.6 | -13.6 | -12.8 | -1.4
TAG inh DAPI viability | 19.1 | 2.6 | 6.5 | 3.4 | 8.8 | -5.2 | -6.6 | -2.1 | 3.7 | 3.0

From entry 10 up to 12, copied from above:
10: COc1cccc(CNn2cnnc2)c1O
11: c1ccc(-c2noc(-c3cccnc3)n2)nc1
12: CCOC(=O)c1sc(NC(=O)CSc2nc3c(c(=O)n2-c2ccc(C)cc2)SCC3)c(C(=O)OCC)c1C

Compound | 10 | 11 | 12
TAG inh | 3.6 | 5.6 | 31.8
TAG inh DAPI viability | -7.7 | 19.1 | 2.6

Continuation:
21: O=c1c2ccccc2cnn1Cc1n[nH]c(=S)n1-c1ccccc1F
22: Cc1nnc(SCC(=O)Nc2nccs2)o1
23: Cc1ccc(NC(=O)CSc2nnc(N)s2)c([N+](=O)[O-])c1
24: CCOC(=O)C1C(=O)NC(c2ccccc2)=NC1c1ccc(C(C)C)cc1 (stereo not given)
25: CCNC(=O)NC(=O)C(C)OC(=O)CCS(=O)(=O)c1ccc(C)cc1 (stereo not given)
26: NC(=O)C1CCN(c2oc(-c3ccccc3)nc2S(=O)(=O)c2ccc(Br)cc2)CC1
27: COc1cccc(-n2nnnc2SCC(=O)NCc2ccco2)c1
28: CCc1cc(CNC(=O)CC2C(=O)NCCN2CC2CCCCC2)on1 (stereo not given)
29: Cc1cc(C(=O)COC(=O)c2ccc(CO)cc2)c(C)n1CC1COc2ccccc2O1 (stereo not given)
30: CCOC(=O)C(=CNc1ccc2c(c1)c1ccccc1n2CC)C(=O)OCC

Compound | 21 | 22 | 23 | 24 | 25 | 26 | 27 | 28 | 29 | 30
TAG inh | -6.2 | 7.1 | -2.6 | 0.7 | -3.5 | 6.6 | 6.4 | 0.5 | -8.5 | -9.5
TAG inh DAPI viability | 5.6 | 6.0 | 1.5 | 5.9 | 7.2 | 0.0 | -1.4 | -3.0 | -7.0 | 8.5

31: CSc1ccc(S(=O)(=O)NCCCn2ccnc2)cc1
32: Oc1c(Br)cc(Br)cc1C=NCc1ccc(F)cc1
33: CCOC(=O)c1c(N2C(=O)CC(Sc3ccccc3C(=O)O)C2=O)sc(C)c1C (stereo not given)
34: CC(=O)c1cccc(NC(=O)CSc2ccc(-c3cccnc3)nn2)c1
35: CC(C)C(=O)Nc1cccc(-c2nc3ccccc3o2)c1
36: CN(C(=O)C1Cc2c(-c3ccccc3Oc3ccccc3)ccnc2O1)c1ccccc1 (stereo not given)
37: CC1CCN(C(=O)COC(=O)c2cccc(S(=O)(=O)N(C)c3ccccc3)c2)CC1
38: CCNc1nc(OC)nc(SCC(=O)Nc2ccccc2)n1
39: Cc1cc(N2CCC(C(=O)NC3CC3)CC2)nc(-c2ccccc2)n1
40: CCOc1ccc(C(=O)Nc2nnc(C(C)C)s2)cc1OCC

Compound | 31 | 32 | 33 | 34 | 35 | 36 | 37 | 38 | 39 | 40
TAG inh | -5.3 | -2.1 | 4.8 | 1.0 | 18.6 | -21.5 | -24.8 | 2.8 | 15.7 | 25.6
TAG inh DAPI viability | -4.0 | -0.8 | -6.2 | 8.6 | 6.2 | 17.7 | 0.1 | 2.1 | 18.3 | -9.5

41: CCOC(=O)C1CCN(C(=O)CCc2ccccc2)CC1
42: O=C1CSC(c2cccnc2)N1Cc1cccnc1 (stereo not given)
43: C=CCC[C@H](Cc1ccc(F)cc1)C(=O)OC[C@@H](C)NC(=O)[C@H](CC=C)CC(=O)N(CCO)Cc1ccccc1
44: O=C(COC(=O)c1ccc(O)cc1)NCC1CCCO1 (stereo not given)
45: CCn1nnc(-c2ccccc2NC(=O)c2cnccn2)n1
46: CCN1CCN(S(=O)(=O)c2ccc(Cl)c(C(=O)Oc3ccc(CC(=O)OC)cc3)c2)CC1
47: O=C(Cn1sc2ccccc2c1=O)NC12CC3CC(CC(C3)C1)C2
48: CCc1[nH]nc(C(=O)N/N=C/c2ccncc2)c1C
49: Cc1cc(C)cc(Oc2ccc(C(F)(F)F)cc2C#N)c1
50: CCC(=O)Nc1nc2ccccc2n1CCN1CCOCC1

Compound | 41 | 42 | 43 | 44 | 45 | 46 | 47 | 48 | 49 | 50
TAG inh | -6.8 | -0.5 | 3.5 | 0.1 | 3.2 | 15.0 | 17.0 | 14.8 | -10.8 | -10.0
TAG inh DAPI viability | 0.1 | -0.7 | -4.7 | 0.4 | -0.5 | -5.6 | -13.7 | -0.2 | -3.6 | -3.0

51: O=C1NC2(Nc3ccccc31)C(=O)Nc1ccccc12 (stereo not given)
52: CN(C)CCN(C(=O)c1ccco1)c1nc2cc3c(cc2s1)OCCO3
53: CN(C)CCN(Cc1ccco1)C(=O)c1cc2c(Cl)nc3ccccc3c2s1
54: CC1=C(C(=O)OCc2ccccc2)C(c2cccs2)NC(=O)N1CCCC(=O)O (stereo not given)
55: CC(C)C(=O)Nc1ccc(S(=O)(=O)N2CCC(c3nc4ccccc4[nH]3)CC2)cc1
56: CC(=O)NCCSC(=O)c1ccc(F)cc1
57: C[C@@H]1CN([C@@H](C)CO)C(=O)CCCn2nncc2CO[C@H]1CN(C)Cc1ccccc1
58: O=C(CC1SCCNC1=O)Nc1ccccc1Cl (stereo not given)
59: Cc1ccc(CNC(=O)C(=O)Nc2nccs2)cc1
60: CCOC(=O)c1ccc(NC(=O)N2CCN(c3ccccn3)CC2)cc1

Compound | 51 | 52 | 53 | 54 | 55 | 56 | 57 | 58 | 59 | 60
TAG inh | 0.6 | 30.7 | 1.4 | 5.4 | 3.1 | 7.8 | 4.2 | -2.9 | 3.8 | 7.2
TAG inh DAPI viability | 5.8 | -26.7 | 29.1 | -7.0 | -1.5 | -3.3 | 3.2 | 9.8 | -7.2 | -7.4

61: N#CC(c1ccc(Cl)nn1)c1c(F)cccc1Cl (stereo not given)
62: O=C(NCc1ccc(Cl)cc1Cl)Nc1ccccc1
63: CCCOc1ccc(C(=O)NCC(c2ccco2)N(C)C)cc1OC (stereo not given)
64: CCCOc1ccc(N2C(=O)CC(NCc3cccs3)C2=O)cc1 (stereo not given)
65: O=Cc1c(SCCO)nc2ccccn2c1=O
66: Cc1c(N(C)S(=O)(=O)c2cc(C(=O)N3CCCC3)ccc2Cl)c(=O)n(-c2ccccc2)n1C
67: CCOC(=O)N1CCN(C(=O)COc2cc(C)c(Cl)c(C)c2)CC1
68: COc1cc(C2NC(=O)NC(c3ccccc3)=C2C(C)=O)cc(Cl)c1OCC(=O)O (stereo not given)
69: CN(C)c1ccc(/C=C/c2nc3ccccc3s2)cc1
70: N/C(=N\OC(=O)CCCc1ccccc1)c1cccc([N+](=O)[O-])c1

Compound | 61 | 62 | 63 | 64 | 65 | 66 | 67 | 68 | 69 | 70
TAG inh | 7.9 | -23.3 | -19.9 | 1.5 | 3.1 | -9.4 | -8.1 | 1.2 | -20.8 | -3.7
TAG inh DAPI viability | 2.9 | 2.3 | -1.6 | 5.4 | 3.5 | 3.0 | -1.5 | 4.3 | 28.4 | 4.2

71: C/C(=N\NC(=O)CSCc1cccc(Br)c1)c1ccc([N+](=O)[O-])cc1
72: CC(CN1CCCCC1)OC(=O)/C=C/c1ccccc1 (stereo not given)
73: CCOC(=O)C1CCCN(/C=C2\SC(=S)N(CC)C2=O)C1 (stereo not given)
74: CC(C)(C)OC(=O)NOCC(=O)N(CC(=O)c1ccccc1)Cc1ccccc1
75: c1ccc(CSc2ccc(-c3ccccn3)nn2)cc1
76: Cc1cc(C)c2c(c1)/C(=N/NC(=O)c1ccc(O)cc1)CCC2
77: Cn1nccc1C(=O)Nc1sc2c(c1C#N)CCCC2
78: Cc1ccc2c(c1)NC(=O)C(CC(=O)N(C)Cc1ccccc1)O2 (stereo not given)
79: O=C(Nc1ccccc1)NC1CCN(Cc2c(F)cccc2Cl)CC1
80: CC1(C)NS(=O)(=O)Oc2ccccc21

Compound | 71 | 72 | 73 | 74 | 75 | 76 | 77 | 78 | 79 | 80
TAG inh | -13.2 | 4.9 | -18.2 | -30.2 | -29.9 | 6.0 | 11.0 | -13.1 | -8.3 | 2.7
TAG inh DAPI viability | 13.0 | -3.9 | 5.0 | 16.0 | 0.3 | -4.0 | -2.4 | 0.3 | 1.6 | 9.9

81: Cc1ccc(S(=O)(=O)N2CCN(C(=O)c3ccc(OCc4c(C)noc4C)cc3)CC2)cc1
82: O=C(CCN1C(=O)c2ccccc2C1=O)Nc1cccc(S(=O)(=O)NC2=NCCC2)c1
83: Cn1cc(Cl)c(C(=O)OCC(=O)Nc2nc(-c3ccc(Br)cc3)cs2)n1
84: COc1ccccc1C(=O)NC(=O)COC(=O)Cc1ccccc1[N+](=O)[O-]
85: COc1ccc(OCC(=O)O/N=C(\N)Cc2ccc(Cl)cc2Cl)cc1
86: CC(C)(C)C(=O)N1CCn2c1nc1ccccc12
87: CCOc1ccc(CC(=O)NNC(=O)/C=C/C(=O)O)cc1
88: COc1ccc(Cl)cc1NC(=O)CN(C)C(=O)c1cccc2cccnc12
89: O=c1[nH]c(=O)n(C2CCCO2)cc1F (stereo not given)
90: O=C(Nc1ccccc1)C1Cc2c(-c3cccc(F)c3)ccnc2O1 (stereo not given)

Compound | 81 | 82 | 83 | 84 | 85 | 86 | 87 | 88 | 89 | 90
TAG inh | -9.8 | 5.5 | -8.4 | -14.5 | -12.7 | 3.4 | -5.6 | -2.0 | -14.0 | -29.3
TAG inh DAPI viability | 7.6 | -4.6 | 18.1 | -1.0 | 8.9 | 0.5 | 6.5 | 4.8 | 6.7 | 0.6

91: Cc1cc(NC(=O)Nc2cccc(C(F)(F)F)c2)n(C)n1
92: C=CC(=O)N1C/C(=C/c2ccccc2)C(=O)/C(=C\c2ccccc2)C1
93: COc1ccc(NC(=O)N2CCCC2C(=O)Nc2ccc(C)c(Cl)c2)cc1 (stereo not given)
94: CC1CCCCC1NC(=O)CSc1nnc(-c2ccco2)n1N (stereo not given)
95: Cc1cccc(Nc2nnc(SCC(=O)NCC3CCCO3)s2)c1C (stereo not given)
96: COc1cccc(NC(=O)c2ccc(N3C(=O)C4CC=CCC4C3=O)cc2)c1 (stereo not given)
97: CCCCN1C(=O)C(NC(=O)CC(C)C)(C(F)(F)F)C2=C1CC(C)(C)CC2=O (stereo not given)
98: Cc1cnc([N+](=O)[O-])n1CCOC(=O)NC(=O)c1c(F)cccc1F

Compound | 91 | 92 | 93 | 94 | 95 | 96 | 97 | 98
TAG inh | -2.0 | 40.7 | -24.2 | -10.7 | -7.1 | 6.5 | -3.3 | -10.6
TAG inh DAPI viability | -4.6 | -20.4 | 2.8 | 4.9 | 0.1 | 1.1 | 15.3 | 0.9
